Source: PubChem BioAssay
Cav32 inh: blocks human Cav3.2 T-type calcium channel; O95180; Cav3.2-expressing cells, Fluo-4 calcium fluorescence FDSS; stronger effect = lower value; B-score at 10 µM; 4% of 100,000 active; AID 449739;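 active means single-dose well whose peak fluorescence ratio is a statistical outlier from its plate by either plate-standardised score or position-corrected B-score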
Target sequence (O95180 whole entry, looked up): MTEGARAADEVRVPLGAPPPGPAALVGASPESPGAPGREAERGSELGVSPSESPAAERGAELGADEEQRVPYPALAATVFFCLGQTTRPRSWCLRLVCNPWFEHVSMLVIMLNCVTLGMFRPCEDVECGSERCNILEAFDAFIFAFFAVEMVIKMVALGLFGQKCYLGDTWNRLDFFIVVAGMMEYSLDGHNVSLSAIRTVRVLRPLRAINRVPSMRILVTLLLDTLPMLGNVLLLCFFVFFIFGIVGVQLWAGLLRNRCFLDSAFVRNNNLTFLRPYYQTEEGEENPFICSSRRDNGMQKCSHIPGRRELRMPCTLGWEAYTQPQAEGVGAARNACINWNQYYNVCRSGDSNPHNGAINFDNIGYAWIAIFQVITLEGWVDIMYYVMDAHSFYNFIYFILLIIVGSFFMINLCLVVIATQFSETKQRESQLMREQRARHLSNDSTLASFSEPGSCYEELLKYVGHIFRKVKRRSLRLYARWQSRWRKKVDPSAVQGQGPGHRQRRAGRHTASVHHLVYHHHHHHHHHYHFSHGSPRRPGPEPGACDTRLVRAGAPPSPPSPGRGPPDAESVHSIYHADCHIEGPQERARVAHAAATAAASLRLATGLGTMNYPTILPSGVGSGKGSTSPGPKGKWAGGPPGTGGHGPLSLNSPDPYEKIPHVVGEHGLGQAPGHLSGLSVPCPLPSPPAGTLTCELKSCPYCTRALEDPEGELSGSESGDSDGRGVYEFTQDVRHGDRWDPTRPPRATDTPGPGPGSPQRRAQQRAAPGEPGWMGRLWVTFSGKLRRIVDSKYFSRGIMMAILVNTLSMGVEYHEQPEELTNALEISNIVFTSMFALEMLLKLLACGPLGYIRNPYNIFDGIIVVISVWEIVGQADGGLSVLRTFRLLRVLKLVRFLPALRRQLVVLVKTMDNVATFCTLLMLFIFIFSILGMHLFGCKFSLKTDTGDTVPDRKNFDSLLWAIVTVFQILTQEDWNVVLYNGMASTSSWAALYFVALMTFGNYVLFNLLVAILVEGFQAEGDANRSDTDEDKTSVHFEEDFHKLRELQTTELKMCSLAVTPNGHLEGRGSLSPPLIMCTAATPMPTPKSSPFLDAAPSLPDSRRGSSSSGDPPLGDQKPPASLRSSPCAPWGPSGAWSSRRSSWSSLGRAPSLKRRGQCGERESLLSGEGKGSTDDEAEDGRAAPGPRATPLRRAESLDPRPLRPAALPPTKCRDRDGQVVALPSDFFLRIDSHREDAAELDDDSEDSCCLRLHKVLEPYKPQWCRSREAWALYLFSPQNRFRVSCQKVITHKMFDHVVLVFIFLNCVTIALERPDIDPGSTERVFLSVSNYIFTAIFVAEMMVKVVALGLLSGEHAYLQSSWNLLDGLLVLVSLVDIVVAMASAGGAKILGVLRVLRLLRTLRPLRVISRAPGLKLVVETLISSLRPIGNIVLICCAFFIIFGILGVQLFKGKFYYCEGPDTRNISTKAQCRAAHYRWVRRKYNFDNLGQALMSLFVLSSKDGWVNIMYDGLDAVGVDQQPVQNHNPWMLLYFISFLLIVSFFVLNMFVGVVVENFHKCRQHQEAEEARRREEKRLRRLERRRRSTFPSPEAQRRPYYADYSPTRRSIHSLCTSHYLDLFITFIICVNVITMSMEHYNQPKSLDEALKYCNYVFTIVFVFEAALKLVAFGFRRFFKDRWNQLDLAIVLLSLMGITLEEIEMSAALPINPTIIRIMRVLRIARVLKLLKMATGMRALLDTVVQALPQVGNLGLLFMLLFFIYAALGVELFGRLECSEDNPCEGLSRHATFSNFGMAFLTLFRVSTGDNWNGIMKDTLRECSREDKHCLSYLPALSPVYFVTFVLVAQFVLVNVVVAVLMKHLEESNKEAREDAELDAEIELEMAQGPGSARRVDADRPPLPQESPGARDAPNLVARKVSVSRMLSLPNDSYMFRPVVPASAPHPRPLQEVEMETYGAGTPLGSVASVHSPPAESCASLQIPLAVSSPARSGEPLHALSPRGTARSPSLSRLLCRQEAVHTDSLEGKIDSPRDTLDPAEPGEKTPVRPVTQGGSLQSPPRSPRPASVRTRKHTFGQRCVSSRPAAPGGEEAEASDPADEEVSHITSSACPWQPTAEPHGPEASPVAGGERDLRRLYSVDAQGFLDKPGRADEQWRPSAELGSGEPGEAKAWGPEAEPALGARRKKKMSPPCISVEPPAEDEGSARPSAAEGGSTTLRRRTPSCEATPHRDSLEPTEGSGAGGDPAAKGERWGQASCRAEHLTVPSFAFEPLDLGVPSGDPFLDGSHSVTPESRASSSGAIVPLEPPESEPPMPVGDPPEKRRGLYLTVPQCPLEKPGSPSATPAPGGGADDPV
Starred values were filed as active, the others as inactive. Some of the compounds tested. The share of hits here may be higher or lower than overall.

cpd	molecule	Cav32 inh
1	Cc1cc(=O)oc(C)c1C(=O)NCC(C)NC(=O)c1c(C)cc(=O)oc1C (stereo not given)	0.0063
2	CCOc1cc(S(=O)(=O)N2CCCC2)ccc1Cl	-1.11
3	N#Cc1cn(-c2ccccc2)nc1-c1cc2ccccc2oc1=O	0.0846
4	CC1CCC(NC(=O)CN2CCC(n3nnc4cc(F)ccc43)CC2)CC1 (stereo not given)	0.249
5	Cc1cc(C)n2nc(S(=O)(=O)N(CC(C)C)CC(C)C)nc2n1	0.605
6	CC(=O)Nc1ccc(-c2nnc(SCc3c(C)cc(C)cc3C)n2C)cc1	0.615
7	CC(C)(C)NC(=O)[C@H]1CC[C@H]2[C@@H]3CC[C@H]4NC(=O)C=C[C@]4(C)[C@H]3CC[C@]12C	0.129
8	COc1ccc(N(Cc2ccccc2)C(=O)CSc2nnc(Cn3nnc4ccccc43)o2)cc1	-5.81*

Carrying on.
cpd	molecule	Cav32 inh
9	Cc1ccccc1OCc1nnc(SCC(=O)Nc2ccc3c(c2)oc2ccccc23)n1C	-0.12
10	c1cc(CNc2ccc(N3CCOCC3)cc2)ccn1	-0.274
11	COc1cc(/C=C(\NC(=O)c2ccccc2)C(=O)Nc2cccc(O)c2)c([N+](=O)[O-])cc1OC	-1.68
12	CN1CCN(c2nc(C(N)=O)cc(-c3ccccc3)n2)CC1	0.504
13	CC(C)C[C@H](NC(=O)[C@@H](O)[C@H](N)Cc1ccccc1)C(=O)O	0.688
14	O=C(NCC1CCC(C(=O)O)CC1)c1cccnc1 (stereo not given)	0.413
15	CCOC(=O)c1cccc(S(=O)(=O)N(CCO)Cc2cc3cc(OC)c(OC)cc3[nH]c2=O)c1	1.1
16	COc1cc(/C=N/NC(=O)c2cccnc2)ccc1OC(=O)c1ccc2c(c1)OCO2	-0.0539

Additional records follow:
cpd	molecule	Cav32 inh
17	O=C(NNC(=O)c1ccccc1Br)c1cccc(Cl)c1	1.16
18	CCc1ccc2oc(-c3cccc(N)c3)nc2c1	-0.367
19	CCOC(=O)/C=c1\s/c(=C(\C#N)C(=O)OCC)n(-c2ccccc2)c1=O	0.0981
20	CCOc1ccccc1C1C(C(N)=O)=C(C)Nc2nc(-c3ccccc3Cl)nn21 (stereo not given)	-0.015
21	Cc1ccnc(NC(=O)Nc2ccc(F)cc2)c1	0.608
22	O=C1NCCCCC1NC1CC(=O)N(c2ccccc2)C1=O (stereo not given)	0.385
23	CN=C1CC(C)(C)CC(=O)/C1=C(/O)CCC(=O)NC	-0.176
24	CC(CCc1ccco1)NC(=O)Cn1nc(Cc2ccncc2)c2ccccc2c1=O (stereo not given)	-0.0806

Additional records
cpd	molecule	Cav32 inh
25	COc1ccc(-c2c3c(=O)n(C)c(=O)n(C)c3cn2N2CCOCC2)cc1	1.98
26	O=C1C2C(c3ccccc3)CC=CC2[C@H](c2ccoc2)N1Cc1ccccc1 (stereo not given in full)	-3.16
27	c1coc(CNc2ncnc3sc4c(c23)CCCCC4)c1	-0.817
28	Cc1nc2cc(O)ccc2n1C	0.0556
29	CCc1nc(NCCCCCO)c2nnn(Cc3ccccc3F)c2n1	-2.63
30	Cc1ccc(CCNc2ccccc2)c[n+]1[O-]	-0.218
31	O=c1cc(O)sc2ccccc12	-0.523
32	Cc1nn(-c2ccccc2)c(Cl)c1C(=O)OC(C)C(=O)Nc1ccc2c(c1)OCO2 (stereo not given)	-2.29

Gathered by group: those above containing sulfur (9)
cpd	molecule	Cav32 inh
2	CCOc1cc(S(=O)(=O)N2CCCC2)ccc1Cl	-1.11
5	Cc1cc(C)n2nc(S(=O)(=O)N(CC(C)C)CC(C)C)nc2n1	0.605
6	CC(=O)Nc1ccc(-c2nnc(SCc3c(C)cc(C)cc3C)n2C)cc1	0.615
8	COc1ccc(N(Cc2ccccc2)C(=O)CSc2nnc(Cn3nnc4ccccc43)o2)cc1	-5.81*
9	Cc1ccccc1OCc1nnc(SCC(=O)Nc2ccc3c(c2)oc2ccccc23)n1C	-0.12
15	CCOC(=O)c1cccc(S(=O)(=O)N(CCO)Cc2cc3cc(OC)c(OC)cc3[nH]c2=O)c1	1.1
19	CCOC(=O)/C=c1\s/c(=C(\C#N)C(=O)OCC)n(-c2ccccc2)c1=O	0.0981
27	c1coc(CNc2ncnc3sc4c(c23)CCCCC4)c1	-0.817
31	O=c1cc(O)sc2ccccc12	-0.523

Continued.
cpd	molecule	Cav32 inh
33	O=c1nc(-c2ccccc2)cc(-c2ccccc2)[nH]1	0.841
34	Cc1nc(SCC(=O)NCc2ccco2)c2c3c(sc2n1)CCCC3	-2.18
35	Cc1nn(Cc2ccc(C(=O)n3cccn3)o2)c(C)c1Br	-0.508
36	CCOC(=O)c1c(NC(=O)CSc2nc3cccnc3n2C)sc(C(C)=O)c1C	-1.38
37	CCOc1cc(S(=O)(=O)NCc2ccc3c(c2)OCO3)ccc1F	-2.81
38	CC(=O)c1ccc(OCC(O)Cn2nnc3ccccc32)cc1 (stereo not given)	0.88
39	COc1ccc(C2=CC(c3cc(OC)c(OC)c(OC)c3)NC(=S)N2)cc1 (stereo not given)	-2.37
40	Cc1ccc(C(=O)NC=C(Cl)Cl)cc1	-1.29

Continued:
cpd	molecule	Cav32 inh
41	COc1ccc(S(=O)(=O)Nc2ccc(Cl)cn2)c(C)c1C	-1.14
42	Cc1ccc(C)c(N2CCN(C(=O)c3ccc(NS(=O)(=O)c4c(C)noc4C)cc3)CC2)c1	-8.33*
43	O=C1Nc2ccccc2C12OCCCCO2	0.492
44	CCCNS(=O)(=O)c1ccc(CCC(=O)NCc2cccnc2)cc1	-0.566
45	c1ccc(-c2ccc(-c3csnn3)cc2)cc1	-0.257
46	CN(c1ccc([N+](=O)[O-])cc1C(=O)Nc1ccccc1)C1CCCCC1	-3.53
47	COC(=O)c1cc(-c2c[nH]c3ccccc23)n[nH]1	0.0788
48	CCC(C(=O)N1CCN(c2ccccn2)CC1)n1nc(C)n2c(cc3occc32)c1=O (stereo not given)	-0.528

The list continues:
cpd	molecule	Cav32 inh
49	CCOC(=O)N1CCN(C(=O)C(CC)n2nc(C)c3sc4ccccc4c3c2=O)CC1 (stereo not given)	-0.00418
50	CCn1cnc2c1c(=O)n(Cc1csc(-c3ccccc3)n1)c(=O)n2Cc1ccccc1	-3.79
51	CCOC(=O)CCNC(=O)CNC(=O)OCc1ccccc1	-0.0416
52	CCC1(C)OCC(Cn2c3ccccc3c3ccccc32)O1 (stereo not given)	-0.832
53	N#Cc1cnc(SCC(=O)Nc2ccccc2C(F)(F)F)nc1N	-0.344
54	CCC(C)NC(=O)CSc1nc2ccsc2c(=O)n1-c1ccc(OC)cc1 (stereo not given)	0.346
55	O=C(NC1CCCCC1)NC1CCN(CC(=O)N2CCOCC2)CC1	-0.0362
56	CSc1nsc(SCC(=O)Nc2cccc(C(C)=O)c2)n1	-0.172

Carrying on:
cpd	molecule	Cav32 inh
57	CCOC(=O)c1cc(NC(=O)N2CCOCC2)c(C)nc1C	0.002
58	CC(C)n1cc(/C=N\NC(=O)c2cc3c(ccc4ccccc43)o2)c2ccccc21	-1.48
59	c1coc(CNc2nc3nonc3nc2NCc2ccco2)c1	-3.18
60	Fc1ccc(-c2nnc(-n3nnc4ccccc43)c3ccccc23)cc1	0.541
61	O=C1CC(c2ccccc2)CC(O)=C1C=NCCN1CCN(C(=S)Nc2cccc(Cl)c2)CC1 (stereo not given)	-3.6
62	CC(C)(C)c1ccc(-c2csc(NNC3=NCCCCC3)n2)cc1	-2.45
63	FC(F)(F)c1nc(-c2cccs2)ncc1-c1nnnn1-c1ccc(Cl)cc1	-4.16
64	COc1ccc(OC)c(N2CC(O)=C(c3nc4ccccc4s3)C2=N)c1	-0.481

Remaining list, next part
cpd	molecule	Cav32 inh
65	CC(C)CC1(C(=O)NCCc2c[nH]c3ccccc23)C=CCN1C(=O)c1ccccc1 (stereo not given)	-0.119
66	CC1CCN=C(N)S1 (stereo not given)	0.305
67	Cc1cccc(C)c1OCC(=O)N1CC2(C)CC1CC(C)(C)C2 (stereo not given)	-4
68	CC1(C)CC(=O)C=C(NCCN2CCN(C(=O)Nc3ccc(Cl)cc3)CC2)C1	0.32
69	CCn1c(N)nc2c1c(=O)n(C)c(=O)n2C	1.06
70	COc1cccc(SCc2noc(C(=O)NCCN(C)C)c2C(=O)NCCN(C)C)c1	0.678
71	COc1cccc(-n2nc(C(=O)Nc3ccc4c(c3)OCO4)c3ccccc3c2=O)c1	0.226
72	CC1CCCC(C(=O)O)N1C(=O)CCSSCCC(=O)N1C(C)CCCC1C(=O)O (stereo not given)	0.00561

Later entries.
cpd	molecule	Cav32 inh
73	Cc1cc(C(F)(F)F)n2nc(-c3cnn(C)c3C(F)(F)F)c(Cl)c2n1	-0.442
74	Nc1nc(-c2cccnc2)nn1C(=O)CCc1ccccc1	1.32
75	COc1ccc(OC)c(C(=O)CSc2nc3cccnc3n2C)c1	-0.373
76	COc1ccccc1NC(=O)C1=C(C)Nc2nnnn2C1c1cccc(Br)c1 (stereo not given)	-1.33
77	O=C(CN1CCN(Cc2ccc3c(c2)OCO3)CC1)c1c[nH]c2ccccc12	-1.72
78	CCCOC(=O)c1ccc(-c2c(C)noc2-c2ccc(OC)cc2O)o1	-4.4*
79	Cc1ccc(NC(=O)CN2C(=O)C(C)Oc3ccccc32)nc1 (stereo not given)	-5.14
80	Cc1sc2nc(SCc3ccccc3)n(Cc3ccco3)c(=O)c2c1C	-1.87

Remaining list, next part:
cpd	molecule	Cav32 inh
81	CC1(C)Cc2cccc(OCC(O)CNCc3ccccn3)c2O1 (stereo not given)	1.34
82	N#CCSc1nc2ccc(N3CCOCC3)cc2c(=O)n1CCc1ccccc1	0.133
83	CN1CCc2c(C#N)c(N3CCCCC3)nc(N3CCOCC3)c2C1	-0.119
84	Cc1cc(C)n(-c2nc3sc4c(c3c3nnc(SCC(N)=O)n23)CC(C)(C)OC4)n1	0.704
85	CC(C)c1ccc(C(=O)CC2(O)C(=O)N(CN3CCOCC3)c3ccccc32)cc1 (stereo not given)	-5.81*
86	COc1ccc(CCN2C(=O)CCC2(C)C(=O)NCc2cccnc2)cc1OC (stereo not given)	0.375
87	CCOC(=O)C(C)N1C(=O)S/C(=C/c2cc(C)n(-c3ccccn3)c2C)C1=O (stereo not given)	-0.936
88	CCOc1ccc2nc(NC(=O)C3CCCN(S(=O)(=O)c4c(C)noc4C)C3)sc2c1 (stereo not given)	-0.323

(more compounds)
cpd	molecule	Cav32 inh
89	CC(C)(C)n1nnnc1C(c1cccnc1)N1CCN(C(=O)c2ccco2)CC1 (stereo not given)	0.226
90	COC(=O)/C=C(\C)NC(=O)c1ccccc1Cl	-0.033
91	O=C(Cn1nnc(-c2ccccc2F)n1)Nc1cccc2ncccc12	-0.0149
92	O=c1c2c(nc3nc(Cc4ccccc4)[nH]n13)CCC2	0.53
93	Cc1cccn2c(=O)c(C=Nc3ccc(Cl)cc3)c(NCCO)nc12	-1.04
94	Cc1cc(C)cc(NC(=O)CN2CCN(c3ncccn3)CC2)c1	-0.202
95	CC1(C)CC(=O)C(C=NCCN2CCN(C(=O)NC34CC5CC(CC(C5)C3)C4)CC2)=C(O)C1	-0.467
96	COCc1cc(C)n(CC(=O)Nc2ccc(Cl)cc2Cl)c(=O)c1C#N	0.285

Structural class: those above with a nitro group on carbon
cpd	molecule	Cav32 inh
11	COc1cc(/C=C(\NC(=O)c2ccccc2)C(=O)Nc2cccc(O)c2)c([N+](=O)[O-])cc1OC	-1.68
46	CN(c1ccc([N+](=O)[O-])cc1C(=O)Nc1ccccc1)C1CCCCC1	-3.53

The list continues.
cpd	molecule	Cav32 inh
97	O=C(NC1CCCCCC1)c1ccc2c(=O)n3c(nc2c1)CCCCC3	0.433
98	COc1ccc(/C=N/NC(=O)c2ccoc2C)cc1COc1c(C)cccc1C	-1.73
99	O=c1cc(N2CCc3ccccc32)[nH]c(=O)n1-c1ccc(Br)cc1	0.183
100	O=C(CN1CCN(C(=O)c2ccccc2)CC1)Nc1ccc(Br)cn1	0.473
101	O=C(NCCCN1CCOCC1)C1(c2ccccc2)CCCC1	1.15
102	COc1cc(C)nc(OCCNS(=O)(=O)c2cc(C)ccc2C)n1	0.716
103	COc1ccc(NC(=O)COC(=O)c2ccc(Br)o2)cc1OC	-0.705
104	Clc1ccc(CSc2nnc(-c3sccc3-n3cccc3)o2)cc1	-1.02

Next records follow:
cpd	molecule	Cav32 inh
105	CCc1nccn1S(=O)(=O)c1ccc(OC)c(OC)c1	0.506
106	CS(=O)(=O)N1CCN(Cc2ccccc2C(F)(F)F)CC1	-0.0934
107	COc1cccc(/C=N/NC(=O)c2cc(-c3cccn3C)n[nH]2)c1	-2.1
108	Cc1ccc(NC2CC(=O)N(Cc3ccccc3)C2=O)cc1 (stereo not given)	0.428
109	Cc1[nH]c2ccccc2c1Cc1nnc(SCC(=O)NCc2ccco2)o1	-4.32
110	CCOC(=O)c1c(C)[nH]c(C(=O)C(C)OC(=O)c2oc3ccccc3c2COC)c1C (stereo not given)	1.73
111	CCCCCCC(=O)N(O)C1CC(=O)N(c2ccc(Br)cc2)C1=O (stereo not given)	-0.942
112	COc1cccc(CNC(=O)C2CCCN(c3nn4c(=O)cc(C)nc4s3)C2)c1OC (stereo not given)	2.38

Further structures.
cpd	molecule	Cav32 inh
113	C#CCn1c(S(=O)(=O)Cc2ccc(OC)cc2)nc(-c2ccccc2)c1-c1ccccc1	-5.14*
114	CCOc1ccc2nc(NC(=O)CS(=O)(=O)c3ccccc3)sc2c1	-0.746
115	O=C1c2ccc3c4c(ccc(c24)C(=O)N1Cc1cccnc1)C(=O)N(Cc1cccnc1)C3=O	0.523
116	Cc1oc(/N=C/c2ccc3c(c2)OCO3)c(C#N)c1C	-0.595
117	Cc1cc(NC(=O)C2C3C(=O)N(CC4CCCO4)C(C(=O)NCc4ccccc4)C34C=CC2(C)O4)no1 (stereo not given)	0.265
118	Cc1cccc(C)c1NC(=O)Cn1c(=O)n(CCC(=O)NCc2ccco2)c(=O)c2sccc21	-0.0772
119	Cc1noc(C)c1CSc1ncnc2ccccc12	-0.0156
120	Cc1cc2ccccc2c(=O)n1CC(=O)NCC(=O)N(C)C1CCCCC1	1.27

Remaining list, next part.
cpd	molecule	Cav32 inh
121	Cc1ccc2nc(Cl)c(CN(C(=O)c3cnccn3)C3CCCCC3)cc2c1	-0.969
122	CN1CCOc2cc(S(=O)(=O)Nc3ccc(F)cc3)ccc21	0.594
123	COc1ccc(CC(NC(C)=O)C(=O)N2CCN(C(=O)Nc3cccc(Cl)c3)CC2)cc1OC (stereo not given)	0.136
124	COCCCNC(=O)CCC(=O)Nc1ccc2nc(N3CCOCC3)cc(C)c2c1	0.103
